ATXN2 expr inh – ATXN2 expression inhibition | HEK-293 ATXN2-luciferase reporter, luminescence, 24 h | Potency, µM (highest dose often 57 µM), for inactives: at the highest dose activity change, negative = inhibition, actives largely listed as inhibitors | AID 1745845 | actives 0.72% (n = 360,000); further: potency means the concentration at half of the fitted maximal effect; on the % scale 0 is the no-effect control and ±100 the full control effect; nearly all actives have a fitted effect of over 55% in size
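qHTS (up to 57 uM final) was run with 24 h compound exposure of reporter cells at 37 °C. Each well was multiplexed: SteadyGlo luminescence measured ATXN2-luciferase expression after a fluorogenic Gly-Phe-AFC viability readout (25 uM final).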
MCF10A rerep – DNA re-replication induction in MCF 10a cells; MCF 10A DNA re-replication, Hoechst nuclear intensity, 48 h; Potency, µM (titrated, usually from 46.1 µM), inactives show at the highest dose activity, positive = re-replication, actives largely listed as activators; actives 2.9% (n = 350,000); AID 624296; further: potency means the concentration at half of the fitted maximal effect; % of control where 0% means no effect; nearly all actives have a fitted effect of over 50% in size
HT1080 IDH1KD tx – toxicity to HT-1080 IDH1 knockdown cells (counter line) | Potency, µM (titrated, usually from 46.1 µM), for inactives: at the top dose activity, negative = toxicity, usual class: cytotoxic | actives 2% (n = 360,000) | HT-1080 IDH1 knockdown viability, ATP luminescence, 48 h | AID 686971;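 further: potency means the concentration at half of the fitted maximal effect; 0% = DMSO wells and -100% = cell-free medium wells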
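Assay cells: HT-1080 with IDH1 knockdown, 750 per well, RPMI/5% FBS. Exposure: 48 h at 37 °C following 2 h pre-incubation. Read: CellTiter-Glo luminescence; fitted concentration-response, curve class assigned.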
IL-1B inflam inh – inhibitors of inflammasome signaling (IL-1 beta secretion). THP-1 LPS/ATP IL-1B secretion, AlphaLISA, 16 h; active compounds read low. AID 743279. actives 4.7% (n = 360,000). activity change, % at 57.5 µM; in the data active means activity change below about -50%; inconclusive means mostly about -30% to -49%; further: on the % scale 0 is the no-effect control and ±100 the full control effect
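THP-1 cells pretreated 1 hr with compounds (up to 57.5 uM final), then stimulated with LPS (250 ng/mL final) plus ATP (1.25 mM final); secreted IL-1B measured by AlphaLISA after 16 hr, decreased signal indicating inhibition.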
KB-3-1 tox – KB-3-1 parental cell cytotoxicity. actives 1.4% (n = 400,000). KB-3-1 viability, CellTiter-Glo ATP luminescence, 72 h. Potency, µM (doses to about 46.1 µM), inactives show at the highest dose activity change, negative = cytotoxic, actives largely listed as cytotoxic; further: potency means the concentration at half of the fitted maximal effect; on the % scale 0 is the no-effect control and ±100 the full control effect; nearly all actives have a fitted effect of over 60% in size
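Multi-concentration cytotoxicity screen in KB-3-1 cells grown in DMEM lacking phenol red with 10% FBS. After 72 h at 37 °C with compound, ATP-dependent luminescence was recorded.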
HepG2 viability – counter-screen for TGF-b inhibitors: cytotoxicity in HepG2 cells; HepG2 CAGA-GFP viability, ATP luminescence, 18 h; Potency, µM (series often up to 46.1 µM), for inactives: at the highest dose activity change, negative = cytotoxicity, hits mostly cytotoxic; actives 0.76% (n = 410,000); AID 588856; further: potency means the concentration at half of the fitted maximal effect; some results filed as inactive show a strong effect at the top dose
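CellTiter-Glo luminescence gave cytotoxicity after 18 hours at 37 degrees C. The cells were HepG2 CAGA-GFP in 1% FBS DMEM, stimulated with 500 pg/mL TGF-beta after compound addition. %Activity was normalised to no-cell wells (complete cell-killing) and DMSO (no toxicity), and curves were fitted and classified.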
S2 tox – cell viability loss in ATXN counter-screen; actives 0.49% (n = 400,000); Potency, µM (highest dose often 56.7 µM), most hits filed as cytotoxic; S2 cells (HEK-293 line with an ATXN2-luciferase reporter) viability, CellTiter-Fluor protease fluorescence, 24 h; further: potency means the concentration at half of the fitted maximal effect; nearly all actives have a fitted effect of over 40% in size
HT1080NT lethal – kills 2HG-producing HT-1080-NT fibrosarcoma cells. HT-1080-NT fibrosarcoma viability, CellTiter-Glo ATP luminescence, 48 h. Potency, µM (titrated, usually from 46.1 µM), for inactives: top-dose activity, negative = less viability, usual class: cytotoxic. actives 1.6% (n = 360,000);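 further: NT is the 2HG producing partner of a matched IDH1 knockdown line; potency means the concentration at half of the fitted maximal effect; 0% = DMSO-treated cells and -100% = media-only wells without cells; nearly all actives have a fitted effect of over 55% in size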
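Luminescent CellTiter-Glo readout after 48 hours of compound exposure at 37 degrees C defined viability of HT-1080-NT cells. Activity was normalized to DMSO wells and cell-free media wells; concentration-response curves were fitted and assigned curve classes.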
SW480 rereplic – DNA re-replication induction in SW480 cells. SW480 DNA re-replication, Hoechst DNA content imaging, 48 h. Potency, µM (top dose mostly 46.1 µM), without a hit: at the top dose re-replication activation, actives largely listed as activators. actives 1.8% (n = 340,000). AID 624297; further: potency means the concentration at half of the fitted maximal effect; % of control where 0% means no effect; nearly all actives have a fitted effect of over 55% in size
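DNA re-replication was detected as more nuclei of elevated Hoechst intensity after 48 hr exposure to compound (23 nL pinned per well of 250 cells).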
* = called active by the depositor; i = inactive; u = inconclusive; x = no result given; & = joins results of further samples; [ ] = another dose, or the depositor's remark. Unless noted, the call rests on the fitted dose curve; in most records, active means well fitted curve in the direction sought with a large enough effect; inconclusive means small, poorly fitted or top-dose-only effect, or another doubt; inactive means no such curve, though single readings can be large; an effect the other way counts as inactive or inconclusive.

canonical_smiles | ATXN2 expr inh | MCF10A rerep | HT1080 IDH1KD tx | IL-1B inflam inh | KB-3-1 tox | HepG2 viability | S2 tox | HT1080NT lethal | SW480 rereplic
S=C(Nc1ccc(Br)cc1Cl)N1CCC2(CC1)OCCO2 | 17% | 6% | -4% | -11 | -1% | -4% | i | -3% | 1%
O=C(CSc1n[nH]c(-c2ccncc2)n1)NC1CCS(=O)(=O)C1 (stereo unspecified) | 6% | 0% | -5% | 8 | 0% | -1% | i | -9% | -8%
Cn1nc(C(=O)N2CCCCC2)c2c1-c1ccccc1S(=O)(=O)C2 | 5% | 1% | 6% | -13 | -4% | -2% | i | -3% | 14%
COc1ccc(CC(=O)N/N=C(\C)CC(=O)NCc2ccco2)cc1OC | -10% | 2% | -1% | -4 | 1% | 16% | i | 1% | -7%
CCN1/C(=C/C=C2/SC(=Nc3cccc4ncccc34)N(C)C2=O)Sc2ccccc21 | -20% | u | -1% | 18 | -1% | 4% | i | 9% | -4%
O=[N+]([O-])c1cc(/C=N/O)ccc1SCc1ccccc1 | 19% | -4% | -1% | -23 | 0% | 2% | i | 2% | -2%
CCc1ccc(N(CC)C(=O)c2cn(C)c(=O)c3cc(OC)c(OC)cc23)cc1 | -1% | x | x | x | -8% | -11% | i | x | x
Cc1ccc(Cl)cc1N1CCN(S(=O)(=O)c2ccc3oc(=O)c4ncn(C)c4c3c2)CC1 | 4% | x | x | x | 1% | -14% | i | x | x
COc1ccc(C(C)(O)c2nc(-c3ccncc3)cs2)cc1 (stereo unspecified) | -21% | x | u | 61 | u | -5% | i | u | x
CC(=O)Nc1ccc(C(=O)OC2CCOC2=O)cc1 (stereo unspecified) | 1% | -1% | 6% | 11 | 4% | 0% | u | 3% | -11%
CC(c1nccs1)N(C)c1nc2nonc2nc1N(C)C (stereo unspecified) | 1% | 6% | 3% | 5 | -7% | 21% | i | 0% | 0%
C=CCNC(=S)NCc1cccnc1 | -11% | 1% | 22% | -13 | -7% | -24% | i | 18% | -1%
CC(=O)SC(C[N+](=O)[O-])c1cn(C(C)=O)c2ccccc12 (stereo unspecified) | u | u | u | -82* | u | -56% | u | -2% | u
O=C(CNC(=O)c1cccs1)N/N=C/c1ccc(Cl)cc1 | -10% | 1% | 0% | 7 | 16% | 0% | u | 3% | -4%
Cc1ccc(S(=O)(=O)CCC(=O)N2CCN(c3ccc(Cl)cc3)CC2)cc1 | u | 0% | -25% | 0 | -19% | -17% | i | 2%[9.24 µM] | 3%
Cc1cc(S(=O)(=O)N2CCOCC2)ccc1F | 1% | 2% | 13% | 10 | 0% | -19% | i | 11% | -2%
Cc1ccc(SCC(=O)OC(C)C(=O)NCc2ccccc2)cc1 (stereo unspecified) | -9% | 2% | 4% | 25 | -5% | -56% | u | -4% | 2%
CC(C)(C)c1cc(Br)ccc1OCC(=O)Nc1ncn[nH]1 | -2% | u | -22% | 8 | -5% | -27% | i | -24% | -3%
Cc1[nH]nc(C(=O)NN=Cc2ccccc2Cl)c1N=NN(C)C | 0% | 16µM* | 23µM* | -12 | -23% | 20µM* | u | 21µM* | 15µM*
COc1ccc(/C=C(/NC(=O)c2ccco2)C(=O)NCc2ccco2)cc1OC | 11% | 18% | 2% | -3 | 5% | -5% | i | -2% | 2%
Cc1ccc(-c2nnc(-c3ccc4ccccc4c3)o2)cc1 | 33%[activator] | 6.5µM* | 9.2µM* | -9 | u | -1% | u | u | u
O=C(CSc1nc(=O)n2ccccc2n1)NCc1ccc2c(c1)OCO2 | 0% | 4% | 5% | 15 | 14% | -1% | i | 11% | -500%[inhibitor]
COc1ccc(C(C)=O)cc1COC(=O)CCNS(=O)(=O)c1ccc(C(C)=O)cc1 | -3% | 0% | -1% | 16 | 4% | -21% | i | 0% | 0%
O=C(CCN=C1NS(=O)(=O)c2ccccc21)Nc1ccc(F)cc1Cl | x | -2% | 2% | -2 | -14% | 1% | i | -5% | -9%
COc1cccc(/C=N/NC(=S)NCc2ccco2)c1OC | -9% | 0% | 8% | -2 | 4% | 3% | i | 17% | -32%
CC(C)=C(NC(=O)c1ccccc1)C(=O)N/N=C(\C)c1ccccc1O | u | -4% | 11% | 25 | 6% | -4% | i | 8% | u
O=C(/C=C/c1ccccc1)NCc1ccco1 | 13% | 0% | 14% | -18 | -2% | -14% | i | 12% | 16%
Cc1ccsc1CNS(=O)(=O)c1ccc(F)cc1 | -3% | 16% | -4% | 0 | 11% | 5% | i | 0% | 16%
CC(C)CCN1CCC(CN2C(=O)C(=O)NC[C@@H]2CC(C)C)CC1 | -1% | x | 5% | 4 | -1% | 6% | i | 0% | x
CCN(CC)C(=O)c1cc(-c2ccc(Cl)cc2)on1 | 16% | x | x | x | 8% | -4% | i | x | x
CCOc1ccc(CCNC(=O)c2ccc(=O)[nH]c2)cc1OCC | 0% | 14% | 4% | 0 | 17% | 8% | i | 13% | -27%
COC(=O)C1C(c2ccccc2)C(C(=O)O)C1c1ccccc1 (stereo unspecified) | 0% | -1% | 13% | 15 | 19% | 2% | i | 9% | 4%
O=C(O)c1ccc(N/N=C/c2ccnc3ccccc23)cc1 | 0% | 22% | -6% | u | -1% | -1% | i | -3% | -10%
O=C(NN1C(=O)c2cc(Br)ccc2NC1c1cc(Br)cc(Br)c1O)c1ccncc1 (stereo unspecified) | 10% | u | u | 70 | -1% | -22% | i | -28% | u
Cc1ccc(-n2c(=O)c(C#N)cc3c(=O)n4ccccc4nc32)cc1C | -6% | 10µM* | 6% | 10 | u | -11% | x | 3% | 12%
Cc1ccc(-c2cc(C(=O)N3CCCC(C(F)(F)F)C3)c3ccccc3n2)o1 (stereo unspecified) | 4% | 7% | -9% | -1 | -3% | -15% | i | -7% | 1%
Cc1ccc(SCc2c(C(=O)N/N=C/c3ccc(C)o3)nnn2-c2nonc2N)cc1 | x | x | -18% | u | 0% | -14% | i | -4% | x
CN(C)S(=O)(=O)c1ccc(N2CCCC2)c(C(=O)Nc2ccccc2N2CCOCC2)c1 | -4% | 3% | 11% | -3 | 1% | 8% | i | 1% | 7%
O=C(CCn1nc(-c2ccc(Cl)cc2)ccc1=O)N1CCN(c2ccccc2)CC1 | x | -1% | 0% | -4 | -1% | -32% | i | -8% | -3%
CN(Cc1ccco1)S(=O)(=O)c1nnc(NC(=O)c2ccccc2)s1 | 24% | 12% | 0% | -20 | -2% | 3%&-8% | i | -11% | u
CCN(Cc1ccc(N(C)C)cc1)C(C)C(=O)Nc1ccc(S(=O)(=O)N2CCCC2)cc1 (stereo unspecified) | -9% | 8% | 0% | -14 | -4% | -5% | i | -1% | -29%
N#CCCn1cc(/C=N/NC(N)=S)c(-c2ccc(Br)cc2)n1 | -3% | u | -20% | 5 | -13% | -6% | i | 2% | u
CCc1ccc(OCc2nnc(SCCN3CCOCC3)n2CC)cc1 | -5% | 18% | 3% | 13 | 1% | -17% | i | 0% | -2%
O=C(Nc1ccc(F)cc1)c1oc2ccccc2c1NC(=O)C12CC3CC(CC(C3)C1)C2 | -7% | x | x | x | -10% | -2% | i | x | x
CCOc1ccc(S(=O)(=O)c2c(C(=O)c3ccc(CC)cc3)cnc3ccc(C)cc23)cc1 | -13% | x | x | x | 9% | -40% | i | x | x
CC1(C)CC(NC(=O)COc2ccc(Cl)cc2Cl)CC(C)(C)N1 | -9% | 13% | -2% | u | 2% | -2% | i | -11% | -5%
CCc1ccc(C(=O)NNc2ccc(F)cc2)cc1 | -31% | u | u | -13 | u | -26% | i | u | u
Cc1cccc(C(C)C)c1NC(=O)COC(=O)CN1C(=O)C2CC=CCC2C1=O (stereo unspecified) | 3% | -1% | 6% | -4 | -6% | 13% | i | 1% | -2%
COCCn1c(N)c(N(Cc2ccccc2)C(=O)c2oc3ccccc3c2C)c(=O)[nH]c1=O | -7% | 4% | -10% | 30 | u | -5% | u | 0% | 12%
Cc1ccc(Cl)cc1N1CCN(C(=O)c2cccn3c(=O)c4cc(Cl)ccc4nc23)CC1 | 10% | x | x | x | -3% | -2% | i | x | x
COCCNC(=O)C(c1cccc(OC)c1)N(C(=O)Cn1nnc2ccccc21)c1cccnc1 (stereo unspecified) | 0% | 2% | 5% | 50 | 17% | 0% | i | 16% | -4%
CCC(C)NC(=O)CSc1nnc(-c2ccoc2C)n1CC1CCCO1 (stereo unspecified) | 2% | -3% | 13% | -3 | 6% | 3% | i | 5% | -10%
N#CCC(=N)N1CCN(c2ccc(F)cc2)CC1 | 6% | -9% | 3% | 47 | 23% | -5% | i | 7% | 0%
CNS(=O)(=O)c1cccc(C(=O)OCC(=O)c2ccc3c(c2)OCCO3)c1 | 18µM* | 25% | 9% | -6 | 4% | -1% | i | 0% | -74%[inhibitor]
CN(CC(=O)Nc1cccc(F)c1)C(=O)/C=C/c1cn(Cc2ccccc2)nc1-c1cccnc1 | 3% | 11% | 1% | 2 | -1% | -26% | i | -9% | 0%
O=C(c1cccs1)N(CCN1CCCCC1)CC1CCCN(C2CCCC2)C1 (stereo unspecified) | 40%[activator] | -2% | -17% | -28 | 1% | -8% | i | -5% | 1%

Screens from PubChem.
